Bioassay records (PubChem)
EBV gp42 block: Epstein-Barr virus gp42 inhibitors, primary screen, biochemical, uHTS, fluorescence polarization. hit rate 0.42% among 220,000. inhibition, % (tested at 21.74 µM). AID 1085, 2008. Fluorescence polarization binding assay, mP read-out; in the data active = inhibition above about 50%
Runt-SMMHC FRET: inhibitors of RUNX1 Runt–CBFb-SMMHC binding, primary screen, biochemical, FRET, Cerulean-Runt, Venus-CBFb-SMMHC, uHTS; Runt-related transcription factor 1 (Homo sapiens) + Core-binding factor subunit beta …; Cerulean-Runt/Venus-CBFb-SMMHC FRET ratio 530/480, 1 h; inhibition, % at 20 µM; hit rate 0.74% among 220,000; AID 1434, 2008;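 active = mean inhibition across duplicate retests at 20 µM reaching about 50%, limit read from the data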;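 note: 0% = DMSO wells and 100% = wells with excess untagged CBFb-SMMHC; inhibitors lower the FRET ratio by blocking Runt binding to CBFb-SMMHC; some results filed as inactive read as strong as hits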
Runt-CBFb FRET: inhibitors of RUNX1 Runt–CBFb binding, primary screen, biochemical, FRET, Cerulean-Runt, Venus-CBFb, uHTS; Cerulean-Runt/Venus-CBFb FRET ratio 530/480, 1 h; inhibition, % at 20 µM; hit rate 0.46% among 220,000; AID 1496, 2009;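 active = inhibition over about 50% at 20 µM in the single-dose screen, limit read from the data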;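 note: 0% = DMSO wells and 100% = excess unlabeled CBFb competitor control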
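Assay system: Cerulean-Runt domain fusion protein, energy donor; Signal: fluorescence energy transfer, 422 nm excitation, 530/480 nm emission; Timing: 1 h compound exposure, room temperature; Control set: unlabeled CBFb; Medium: Tris buffer pH 7.5 with salts and BSA; Compound: single test concentration of 20 µM, 1% DMSO final; Probe or stimulus: Venus-CBFb 100 nM.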
p47phox inh: p47phox/p22phox peptide binding inhibitors, primary screen, biochemical, uHTS, NADPH oxidase regulatory subunit. Neutrophil cytosol factor 1 (Homo sapiens), P14598. fluorescence polarization, 2 h. inhibition, % at 24.7 µM. hit rate 0.53% among 220,000;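 active = inhibition above about 30%, limit read from the data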;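 note: 0% = p47phox with labelled peptide and 100% = labelled peptide alone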
Target sequence (P14598 whole entry, looked up): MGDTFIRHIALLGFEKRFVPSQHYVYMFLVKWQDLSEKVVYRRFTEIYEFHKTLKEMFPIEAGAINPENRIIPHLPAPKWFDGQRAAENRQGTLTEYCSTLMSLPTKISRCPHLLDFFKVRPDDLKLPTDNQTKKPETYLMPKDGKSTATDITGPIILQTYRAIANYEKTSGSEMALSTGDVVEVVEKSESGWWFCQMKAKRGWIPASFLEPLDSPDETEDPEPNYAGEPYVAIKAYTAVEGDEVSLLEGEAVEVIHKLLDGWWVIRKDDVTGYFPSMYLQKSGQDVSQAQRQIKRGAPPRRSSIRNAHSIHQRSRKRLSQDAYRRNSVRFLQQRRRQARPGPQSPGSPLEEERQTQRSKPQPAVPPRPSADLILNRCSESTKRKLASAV
Hck Nef HTS: inhibitors of Nef-activated human Hck kinase, primary screen, biochemical, Z-Lyte FRET, 384-well, Hck-YEEI; AID 463187, 2010; hit rate 0.68% among 220,000; inhibition, % at 20 µM; Recombinant Hck-YEEI plus Nef, Z-Lyte FRET kinase assay; Tyrosine-protein kinase HCK (Homo sapiens), P08631;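 active = Hck-Nef kinase inhibition above about 50%, limit read from the data; inactive = inhibition below that limit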;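 note: 0% = DMSO with Hck plus Nef and 100% = Hck alone without Nef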
TbHK1 inh: Trypanosoma brucei hexokinase 1 inhibitors, primary screen, biochemical, G6PDH-coupled NADH absorbance, MLSCN library; AID 1430, 2008; recombinant TbHK1, G6PDH-coupled NADH A340; hexokinase 1 [Trypanosoma brucei]; inhibition, % at 10 µM; hit rate 0.11% among 220,000;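 active = inhibition of 50% or more in the single-dose primary screen; inactive = inhibition below 50%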
14-3-3 Bad inh: inhibitors of 14-3-3 zeta/Bad binding, primary screen, biochemical, TR-FRET, bovine 14-3-3 zeta; 14-3-3 protein zeta/delta (Bos taurus), P63103; TR-FRET 14-3-3zeta/Dy647-pBad peptide displacement, 1 h; inhibition, % at 21.7 µM; hit rate 0.71% among 220,000;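 active = inhibition above about 70%, limit read from the data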;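 note: 0% = full 14-3-3 plus peptide FRET controls and 100% = background without 14-3-3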
L929 necroptosis: inhibitors of zVAD-triggered necroptosis, primary screen, L929 cells | L929 zVAD necroptosis rescue, ATP luminescence, 24 h; with zVAD 60 µM | viability rescue, % at 10 µM | hit rate 0.38% among 220,000;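 active = activation, scaled between plate controls, above about 75%, limit read from the data; inactive = activation under that limit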;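 note: 0% = zVAD with DMSO and 100% = DMSO alone without zVAD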
Mdm2 ligase inh: MDM2-luciferase reporter signal enhancers, primary screen, MDM2 E3 ligase inhibitor project, cell-based, luminescence, 1536-well; E3 ubiquitin-protein ligase Mdm2 (Homo sapiens), Q00987; cell-based MDM2 ubiquitination luciferase reporter, 2 h; 0 = plate control, 100 = twice control, blank-subtracted; signal enhancement, % at 5 µM; hit rate 0.11% among 210,000;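 active = signal enhancement of 30% or more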;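 note: luminescence tracks abundance of the self-degrading MDM2-luciferase fusion protein; higher signal means inhibition of MDM2 E3 ligase activity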
Target sequence (Q00987 whole entry, looked up, the tested form may be a part): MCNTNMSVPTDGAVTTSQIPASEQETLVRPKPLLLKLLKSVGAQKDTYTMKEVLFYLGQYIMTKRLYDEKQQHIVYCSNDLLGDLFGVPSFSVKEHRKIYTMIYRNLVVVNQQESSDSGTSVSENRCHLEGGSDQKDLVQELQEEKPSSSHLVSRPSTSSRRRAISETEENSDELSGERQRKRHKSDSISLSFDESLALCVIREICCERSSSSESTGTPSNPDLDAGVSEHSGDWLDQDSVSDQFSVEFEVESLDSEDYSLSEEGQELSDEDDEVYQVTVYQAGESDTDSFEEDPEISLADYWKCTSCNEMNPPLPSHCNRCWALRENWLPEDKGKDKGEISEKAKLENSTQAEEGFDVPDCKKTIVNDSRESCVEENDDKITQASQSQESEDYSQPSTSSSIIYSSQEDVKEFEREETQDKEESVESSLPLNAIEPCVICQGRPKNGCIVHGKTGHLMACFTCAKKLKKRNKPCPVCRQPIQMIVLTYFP
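Material: stable MDM2–luciferase fusion reporter cells / Quantity: 2000 cells/well / Dosing: single 5 µM compound dose, 0.2% final DMSO / Buffer or medium: DMEM / Schedule: 4 h cell settling then 2 h compound exposure, 37 °C / Detection: luminescence with SteadyLite reagent, 15 min at room temperature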
Numbers without * were called inactive; x = not tested or not shown; [ ] = dose if it differs, or a comment.

SMILES	EBV gp42 block	Runt-SMMHC FRET	Runt-CBFb FRET	p47phox inh	Hck Nef HTS	TbHK1 inh	14-3-3 Bad inh	L929 necroptosis	Mdm2 ligase inh
Cc1cc(C)c(C#N)c(SCc2c(F)cccc2[N+](=O)[O-])n1	1	1	2	-14	6	-1	7[fluorescence artefact?]	0.6	-8
Cc1csc(/C(C#N)=N/O)n1	-8	-7	1	-15	1	-4	-14	0.1	-14
CSc1ccc(-c2ccco2)nn1	-18	10	12	3	21	11	-11	4.3	23
NC(=O)c1cccnc1Oc1cccc(Cl)c1	-12	-4	1	-15	-3	-6	-5[fluorescence artefact?]	-0.2	x
COc1ccccc1NC(=S)NNC(=O)c1nn(C)c(C)c1Br	6	-1	6	2	1	-3	-19	-0.1	-6
O=C(N/N=C/C=C\c1ccco1)c1cccnc1	-12	-4	6	-10	-1	-90	0[fluorescence artefact?]	-0.2	2
COc1cc(O)c(C(CC(=O)N2CCN(c3ccccc3)CC2)c2cc(OC)c(OC)c(OC)c2)c(OC)c1 (stereo not given)	-16	2	0	2	26	-14	-5	0.8	4
CCCc1cc(=O)oc2cc(C)cc(OCC(=O)O)c12	-14	-1	-2	-17	-1	1	19	0.1	-10
CCOc1ccc(NC(=O)CC2C(=O)N(c3cccc(OC)c3)C(=O)N2CCOC)cc1 (stereo not given)	-18	1	-1	-18	24	-2	6	-0.3	-16
Cc1occc1C(=O)NNC(=O)c1nn(C)c(=O)c2ccccc12	-9	-2	2	5	26	2	-10	3.9	-10
COc1ccc(C2C(C#N)=C(N)Oc3n[nH]c(-c4ccccn4)c32)c(OC)c1OC (stereo not given)	-5	-2	0	2	2	4	-15	0.0	-19
COc1ccc(-n2nnnc2SCc2nc(N)nc(N3CCOCC3)n2)cc1	-13	0	-2	-7	-2	2	-7	0.1	-11
O=C(Nc1cnccn1)c1ccncc1	1	3	0	-8	6	-3	2	0.2	-14
Cc1ccc(C(=O)CSc2nn3c(=O)c(C(C)(C)C)nnc3s2)cc1	-13	4	-3	5	0	-6	-9[fluorescence artefact?]	0.3	-11
COc1ccc(N(C(=O)c2ccn[nH]2)C(C(=O)NC(C)(C)C)c2ccc(F)cc2)cc1 (stereo not given)	-6	-1	1	-6	2	-5	-8	-0.2	1
CCCCn1cnc2c(sc3nc4c(cc32)CSC(C)(C)C4)c1=O	-2	5	-5	-15	1	-4	0[fluorescence artefact?]	2.8	-22
Cc1ccsc1C(=O)OCC(=O)N1CCc2ccccc2C1	-4	-6	0	1	-15	3	-4	0.7	-13
Cc1cccc(-c2nc(Nc3ccc(N4CCOCC4)cc3)c3ccccc3n2)c1	4	-1	-2	-21	12	-3	-15	12	-3
Cc1ccc(S(=O)(=O)N(C)C)cc1NC(=O)C(C)OC(=O)/C=C/c1cccs1 (stereo not given)	-19	0	0	-3	-6	-13	-4	-0.7	x
CCOC(=O)C1=NN(C(C)=O)C2(CC(=O)N(c3ccc(C)c(C)c3)C2=O)C1 (stereo not given)	-5	1	1	-1	2	-7	-4	1.2	-11
Cc1ccc(C)c(NC(=O)C(NCC(C)(C)N2CCOCC2)c2ccccc2)c1 (stereo not given)	-11	3	1	-13	-39	-1	-11	0.7	-5
CCNc1nc(=S)nc(NC(C)C)[nH]1	7	2	6	-13	1	-3	-7	0.5	-9
O=C(CCc1nnc(CCCCc2ccccc2)o1)NCCn1cccn1	-6	x	x	5	20	2	-8	-1.1	-6
c1ccc(CCn2c3ccccc3c3nnc(SCc4ccc5nonc5c4)nc32)cc1	-29	-4	1	-61	-20	-4	-4[fluorescence artefact?]	1.5	-3
O=C(CCC(=O)Nc1ccccc1Cl)N/N=C1\CCCc2ccccc21	9	1	-3	4	-3	0	29	-0.5	-11
O=[N+]([O-])c1cccc(S(=O)(=O)N/N=C/c2ccc(O)cc2)c1	2	-6	0	-5	8	-10	-20	-0.1	3
Cc1cccc(N(CC(=O)NC2CCCC2)C(=O)c2c(C)noc2C)c1	-7	3	0	-5	0	1	-5	-0.1	-23
CSc1ccccc1-n1nnnc1SCc1ccccc1	-10	-8	-1	1	10	6	13	-0.2	-14
CC(=O)c1cccc(NC(=O)COc2ccc(S(=O)(=O)N3CCCCC3)cc2)c1	-10	0	-2	-9	-1	-2	-3[fluorescence artefact?]	0.1	-12
CN(CCc1ccccn1)C(=O)CCC1CCCN(C(=O)c2n[nH]c3c2CCCC3)C1 (stereo not given)	-2	1	0	-1	10	5	0	0.3	-30
Clc1cccc(-c2nc3nc4ccccc4nc3n2Cc2ccco2)c1	-3	24	31	-33	5	-31	3	0.7	1
Cc1ccc(OCCN2CCN(c3nc(NCc4ccco4)c4ccccc4n3)CC2)cc1	15	5	0	-31	2	9	2[fluorescence artefact?]	2.0	2
CCN1CCN(C(c2cccs2)C(C)NC(=O)c2ccccc2F)CC1 (stereo not given)	-5	4	0	-5	0	-1	10[fluorescence artefact?]	-1.3	-7
Cc1cc(C(=O)Nc2c(C)nn(Cc3ccc(F)cc3)c2C)on1	-3	0	3	1	8	1	-8	0.0	-15
Cc1cccc(NC(=O)c2cc3c([nH]c4ccccc43)c(C)n2)c1C	-11	0	2	-11	5	-13	4	1.7	-10
CCCCCOC(=O)C1C2C=CC3(CN(c4ccccc4C)C(=O)C13)O2 (stereo not given)	-8	-3	0	-11	-3	1	-10	0.0	-10

Ordered by the number under Runt-SMMHC FRET (falling): 3 of the compounds above
Compound | EBV gp42 block | Runt-SMMHC FRET | Runt-CBFb FRET | p47phox inh | Hck Nef HTS | TbHK1 inh | 14-3-3 Bad inh | Mdm2 ligase inh
Cc1ccc(OCCN2CCN(c3nc(NCc4ccco4)c4ccccc4n3)CC2)cc1 | 15 | 5 | 0 | -31 | 2 | 9 | 2[fluorescence artefact?] | 2
Cc1cccc(NC(=O)c2cc3c([nH]c4ccccc43)c(C)n2)c1C | -11 | 0 | 2 | -11 | 5 | -13 | 4 | -10
O=[N+]([O-])c1cccc(S(=O)(=O)N/N=C/c2ccc(O)cc2)c1 | 2 | -6 | 0 | -5 | 8 | -10 | -20 | 3

Additional records follow.
SMILES	EBV gp42 block	Runt-SMMHC FRET	Runt-CBFb FRET	p47phox inh	Hck Nef HTS	TbHK1 inh	14-3-3 Bad inh	L929 necroptosis	Mdm2 ligase inh
Cc1cc(=O)[nH]c(N/N=C/C(C)c2ccccc2)n1 (stereo not given)	2	-4	2	-5	16	10	-8	-0.3	-10
Cc1cc(S(=O)(=O)NC2CCCCC2)ccc1-n1cnnn1	7	-4	2	-1	16	3	-2	7.9	-3
CCOc1ccc(OCCn2ccnc2)cc1	-17	-8	-2	-12	-3	19	6[fluorescence artefact?]	0.1	-3
O=C(CCNC(=O)c1ccc([N+](=O)[O-])cc1)Nc1ccccc1N1CCOCC1	-13	0	-1	-10	0	-1	-4	-1.2	-13
COc1ccc(CCNC(=O)C23CCC(C)(C(=O)C2=O)C3(C)C)cc1OC (stereo not given)	-12	-3	0	-11	18	2	-9	6.9	-9
Cc1ccc(NC(c2ccccc2)c2nc3ccccc3[nH]c2=O)cc1 (stereo not given)	-10	1	1	-6	23	-2	0	0.3	-6
Cc1ccc(-n2nc(C)c3c2OC(N)=C(C#N)C3c2cccs2)cc1 (stereo not given)	-6	0	-3	-22	4	-1	-14	2.1	-8
CCCNC(=O)CC(NS(=O)(=O)c1ccc(NC(C)=O)cc1)C(C)C (stereo not given)	-12	3	0	-3	10	1	-9	1.6	-26
Cc1nc(NC(=O)C2CCCCC2)sc1C	-3	2	0	-5	-1	5	-6	0.7	x
CC(=O)CCc1ccc(OCCCCn2cncn2)cc1	-17	-2	2	-2	-1	-3	-6	0.1	-13
O=c1oc(-c2cccs2)nc2ccc(Cl)cc12	-10	3	1	-2	11	-1	-2	0.1	-90
CC(C)c1ccccc1-n1cc[nH]c1=S	-8	10	20	-4	26	-7	-5	0.2	9
COc1ccccc1N1CCN(/N=C/c2cccc(OC)c2O)CC1	-11	2	3	-12	22	-4	-14	2.0	-12
Cn1cc(/C=N/n2cnc3sc4c(c3c2=O)CCCC4)c2ccccc21	-7	0	-3	-3	-2	-14	-11	-0.2	-9

In the list so far, eight have an NH in an aromatic ring.
SMILES	EBV gp42 block	Runt-SMMHC FRET	Runt-CBFb FRET	p47phox inh	Hck Nef HTS	TbHK1 inh	14-3-3 Bad inh	L929 necroptosis	Mdm2 ligase inh
COc1ccc(C2C(C#N)=C(N)Oc3n[nH]c(-c4ccccn4)c32)c(OC)c1OC (stereo not given)	-5	-2	0	2	2	4	-15	0.0	-19
COc1ccc(N(C(=O)c2ccn[nH]2)C(C(=O)NC(C)(C)C)c2ccc(F)cc2)cc1 (stereo not given)	-6	-1	1	-6	2	-5	-8	-0.2	1
CCNc1nc(=S)nc(NC(C)C)[nH]1	7	2	6	-13	1	-3	-7	0.5	-9
CN(CCc1ccccn1)C(=O)CCC1CCCN(C(=O)c2n[nH]c3c2CCCC3)C1 (stereo not given)	-2	1	0	-1	10	5	0	0.3	-30
Cc1cccc(NC(=O)c2cc3c([nH]c4ccccc43)c(C)n2)c1C	-11	0	2	-11	5	-13	4	1.7	-10
Cc1cc(=O)[nH]c(N/N=C/C(C)c2ccccc2)n1 (stereo not given)	2	-4	2	-5	16	10	-8	-0.3	-10
Cc1ccc(NC(c2ccccc2)c2nc3ccccc3[nH]c2=O)cc1 (stereo not given)	-10	1	1	-6	23	-2	0	0.3	-6
CC(C)c1ccccc1-n1cc[nH]c1=S	-8	10	20	-4	26	-7	-5	0.2	9
